Assay outcomes from PubChem BioAssay.
UPR XBP1 act: activators of adaptive arm of unfolded protein response (XBP1) | actives 0.33% (n = 330,000) | AID 463104 | activation, % at 20 µM | CHO-XBP1 luciferase reporter, IRE1-XBP1 UPR activation, luminescence; percent of tunicamycin response, DMSO as zero;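 active means versus positive control, 20 µM dose yields 30% or more activation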;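 further: 100% = tunicamycin at 10 µg/mL and 0% = DMSO only wells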
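Material – CHO cell line with stable XBP1 luciferase reporter · Buffer or medium – F12 plus 10% FBS · Compound – single point, 20 µM final compound, 1% DMSO · Schedule – 16-18 h cell attachment at 37 °C, then 6 h compound exposure · Signal – Steady-Glo luminescence read · Benchmarks – high control tunicamycin 10 µg/mL final, low control DMSO vehicle only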
CCR6 antagonist: blocks CCL20-driven beta-arrestin recruitment at human CCR6 | P51684 | CHO-K1 CCR6 PathHunter beta-arrestin, luminescence, CCL20-stimulated | inhibition, % at 20 µM | actives 0.49% (n = 340,000);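 active means compounds whose inhibition of the agonist-driven luminescence signal at 20 µM reaches about 50%, limit read from the data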;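 further: cells stimulated with CCL20 at 14 nM final; plate controls were DMSO with CCL20 for no effect and DMSO without agonist for full effect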
Target sequence (P51684 whole entry, looked up): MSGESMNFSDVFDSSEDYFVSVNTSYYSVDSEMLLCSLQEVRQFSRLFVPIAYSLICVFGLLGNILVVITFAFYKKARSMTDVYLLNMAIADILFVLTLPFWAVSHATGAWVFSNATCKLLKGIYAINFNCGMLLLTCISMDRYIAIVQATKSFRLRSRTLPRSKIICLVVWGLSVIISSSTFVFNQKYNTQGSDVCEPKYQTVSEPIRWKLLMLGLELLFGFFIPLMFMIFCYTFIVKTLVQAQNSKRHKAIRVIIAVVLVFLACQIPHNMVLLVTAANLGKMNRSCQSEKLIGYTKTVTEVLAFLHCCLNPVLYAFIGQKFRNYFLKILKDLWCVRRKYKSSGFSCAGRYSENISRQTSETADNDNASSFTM
Mdm2-MdmX inh: inhibitors of human Mdm2/MdmX interaction; SaOS-2 split-luciferase Mdm2/MdmX complementation, luminescence; AID 485346; inhibition, % at 8 µM; actives 3% (n = 330,000);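 active means inhibition of at least 50% at 8 µM in the primary screen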
CXCR6 inh: CXCR6 (human) receptor inhibition | inhibition, % at 20 µM | actives 0.36% (n = 360,000) | CHO-K1 PathHunter CXCR6 beta-arrestin, luminescence; in the data active means inhibition above about 34%, passing the limit was not always enough;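 further: antagonist mode with CXCL16 agonist at 10 nM final; 0% = 10 nM CXCL16 with DMSO and 100% = unstimulated wells without agonist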
Target sequence (O00574 whole entry, looked up): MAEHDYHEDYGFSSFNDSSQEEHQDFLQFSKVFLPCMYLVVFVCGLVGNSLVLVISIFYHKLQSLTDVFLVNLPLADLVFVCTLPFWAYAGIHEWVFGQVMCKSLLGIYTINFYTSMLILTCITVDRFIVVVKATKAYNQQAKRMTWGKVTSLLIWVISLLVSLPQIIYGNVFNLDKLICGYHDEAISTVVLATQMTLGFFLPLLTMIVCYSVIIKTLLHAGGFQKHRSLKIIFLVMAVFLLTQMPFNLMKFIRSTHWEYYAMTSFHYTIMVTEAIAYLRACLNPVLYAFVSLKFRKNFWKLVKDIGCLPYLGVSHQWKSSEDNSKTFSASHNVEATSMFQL
Jurkat NFkB inh: inhibitors of the PMA/ionomycin-induced NF-kB reporter in Jurkat cells. inhibition, % at 4 µM. PMA/ionomycin-induced NF-kB luciferase reporter, luminescence. AID 435003. actives 0.53% (n = 330,000); in the data active means inhibition above about 50%
697 NFkB inh: inhibitors of the PMA/ionomycin-induced NF-kB reporter in 697 B cells. 697 B-cell NF-kB luciferase reporter, 16 h. inhibition, % at 4 µM. actives 0.33% (n = 330,000). AID 435022; in the data active means inhibition above about 35%
CHOP UPR activ: apoptotic UPR (CHOP) activation. AID 449763. actives 0.34% (n = 330,000). activation, % at 10 µM. CHO-CHOP luciferase reporter, luminescence; percent of tunicamycin response over DMSO baseline;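 active means at 10 µM dose, activation of 40% or more, normalized to positive control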;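 further: 100% = tunicamycin at 10 µg/mL and 0% = DMSO alone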
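System: CHO-CHOP luciferase reporter cell line | Buffer or medium: F12 medium containing 10% fetal bovine serum | Doses: One dose, 10 µM in 0.5% DMSO | Times: 6 h compound exposure at 37 °C after overnight seeding | Signal: Luciferase luminescence | Read-out: % activation vs tunicamycin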
Gli-Sufu antag: Gli-Sufu pathway antagonism; Sufu-KO-LIGHT fibroblasts, Gli luciferase reporter luminescence; inhibition, % at 5 µM; actives 0.74% (n = 340,000); AID 588413;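 active means inhibition above about 55%, limit read from the data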;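 further: 0% = DMSO-treated cells and 100% = wells with medium but no cells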
EBI2 antag: antagonists of human EBI2 receptor | P32249 | EBI2 beta-arrestin recruitment, luminescence, 7a,25-OHC stimulated | inhibition, % at 5 µM | actives 0.81% (n = 360,000) | AID 651636; in the data active means inhibition above about 38%;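 further: enzyme fragment complementation signal reports receptor beta-arrestin coupling in cells; 0% = agonist plus DMSO wells and 100% = wells without agonist; some results beyond the cut were filed as inactive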
Target sequence (P32249 whole entry, looked up, the tested form may be a part): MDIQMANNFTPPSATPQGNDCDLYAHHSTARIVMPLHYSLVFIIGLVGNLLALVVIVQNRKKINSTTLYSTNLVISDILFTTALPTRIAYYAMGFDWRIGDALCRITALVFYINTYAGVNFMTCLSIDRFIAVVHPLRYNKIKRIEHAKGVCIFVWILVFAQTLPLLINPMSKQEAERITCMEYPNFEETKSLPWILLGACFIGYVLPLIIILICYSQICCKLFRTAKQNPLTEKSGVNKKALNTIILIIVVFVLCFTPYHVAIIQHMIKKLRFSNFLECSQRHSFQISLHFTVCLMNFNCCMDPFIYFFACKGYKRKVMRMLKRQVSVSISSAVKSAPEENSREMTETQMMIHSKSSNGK
Active calls of the source: *; . = no result given. Compounds were not picked by outcome (roughly 5% active in at least one column).

SMILES | UPR XBP1 act | CCR6 antagonist | Mdm2-MdmX inh | CXCR6 inh | Jurkat NFkB inh | 697 NFkB inh | CHOP UPR activ | Gli-Sufu antag | EBI2 antag
O=C(NCc1ccco1)c1cccc(-c2nnc(-c3ccccc3)o2)c1 | 3.8 | -0.9 | -15.1 | 12.1 | -2.0 | -41.6 | 3.1 | 5.2 | -2.6
NS(=O)(=O)c1ccc(NC(=O)COC(=O)/C=C/c2ccc([N+](=O)[O-])cc2)cc1 | -1.5 | -1.4 | 7.4 | 0.9 | 12.4 | 15.5 | 0.1 | -21.5 | -9.0
O=C(NNC(=O)c1cc(-c2ccncc2)nc2ccccc12)Nc1ccc(F)cc1 | -2.3 | 1.0 | 7.7 | -6.8 | 22.0 | 33.5 | -0.3 | 4.5 | -2.3
COc1ccc(-n2nnnc2SCC(=O)Nc2cccc(NC(C)=O)c2)cc1OC | 0.0 | 0.4 | 14.7 | 7.7 | 12.8 | -0.1 | -0.6 | 3.5 | -9.8
CCOCCCNC(=O)c1cc(=O)n(Cc2cccc(C)c2)c2ccccc12 | -1.4 | 6.3 | 3.0 | -0.4 | 6.0 | -0.1 | -0.7 | 4.3 | 2.6
COc1cc(-c2nc(CCNC(=O)c3ccco3)cs2)cc(OC)c1OC | 2.2 | 5.4 | 14.0 | -4.8 | 5.5 | 2.6 | -1.0 | -7.7 | 6.1
COc1ccc(CN2CCN(C(=O)c3ccc(S(=O)(=O)NCc4ccco4)cc3)CC2)cc1F | -2.7 | 4.2 | -1.5 | -7.8 | 26.5 | -47.5 | 0.0 | 6.2 | 3.1
COc1ccc(NC2CC(=O)N(C)C2=O)cc1 (configuration not stated) | 0.5 | 0.8 | 0.5 | -5.1 | -19.5 | 0.1 | -2.2 | 2.1 | -2.1
CCCn1c(=O)c2[nH]cnc2n(-c2ccc(Cl)cc2)c1=O | -1.0 | 5.9 | 23.6 | 1.4 | 9.2 | -2.9 | 0.7 | 0.0 | -2.4
N#CC1C=Cc2c(ccc3ccccc23)N1C(=O)c1ccccc1 (configuration not stated) | . | 33.5 | . | 8.1 | . | . | . | 51.0 | -2.9
COc1ccc(N2CCN(Cc3nc4c(c(=O)[nH]c(=O)n4C)n3CCCc3ccccc3)CC2)cc1 | 3.5 | 13.0 | 8.8 | -0.6 | -7.7 | -21.4 | 0.3 | 10.1 | 13.1
COc1ccc(NC(=O)C2CCN(c3cc(-c4ccccc4)nc4ncnn34)CC2)cc1OC | -0.7 | -21.9 | 53.7* | -8.1 | 24.3 | 40.1* | -0.6 | 9.1 | 31.7

Marked active in 697 NFkB inh (from the list above):
canonical_smiles	UPR XBP1 act	CCR6 antagonist	Mdm2-MdmX inh	CXCR6 inh	Jurkat NFkB inh	697 NFkB inh	EBI2 antag
COc1ccc(NC(=O)C2CCN(c3cc(-c4ccccc4)nc4ncnn34)CC2)cc1OC	-0.7	-21.9	53.7*	-8.1	24.3	40.1*	31.7

Look-ups from the entries so far.
Value of COc1cc(-c2nc(CCNC(=O)c3ccco3)cs2)cc(OC)c1OC in EBI2 antag: 6.1
Value of COc1ccc(NC2CC(=O)N(C)C2=O)cc1 (configuration not stated) in Gli-Sufu antag: 2.1

Carrying on:
SMILES | UPR XBP1 act | CCR6 antagonist | Mdm2-MdmX inh | CXCR6 inh | Jurkat NFkB inh | 697 NFkB inh | CHOP UPR activ | Gli-Sufu antag | EBI2 antag
Cc1ccc(C2CC(c3ccccc3)=NN2c2ccccc2)o1 (configuration not stated) | -1.1 | -2.1 | -27.1 | -0.7 | -54.7 | -56.6 | 3.3 | -9.2 | 17.8
OCCN1CCN(CC(O)COCC2COc3ccccc3O2)CC1 (configuration not stated) | -2.2 | 9.1 | 11.4 | -2.4 | -2.9 | -22.1 | 2.1 | 3.0 | 14.9
COc1ccc(NS(=O)(=O)c2cccc(C(=O)NCC(c3ccco3)N(C)C)c2)cc1 (configuration not stated) | -1.9 | 0.5 | 24.4 | -1.4 | 1.2 | 2.4 | 1.6 | 21.3 | -5.3
Nc1ncnc2c1ncn2C1CCCC1 | -0.8 | -3.4 | -18.6 | 0.1 | 13.4 | -5.0 | -1.5 | 3.2 | 4.7
Cc1cc2nc(-c3cccc(NC(=O)c4ccc(Br)o4)c3C)oc2cc1C | 0.5 | 11.6 | -23.7 | -3.1 | -27.3 | -4.3 | 0.8 | -28.0 | 6.0
CCS(=O)(=O)n1nc(-c2ccc(Cl)cc2)nc1SC | 0.5 | 4.8 | -31.3 | 6.8 | -41.0 | -15.0 | 4.4 | -16.8 | -3.2
CCOc1cc(/C=N/O)ccc1OCc1ccc(F)cc1 | 6.2 | 8.1 | -19.1 | -8.1 | -14.5 | 2.8 | 1.3 | -13.0 | -2.6
CSc1ccc(CN(C)C(=O)c2cccc(S(=O)(=O)N3CCN(Cc4ccccc4)CC3)c2)cc1 | -3.8 | 20.1 | 12.5 | -16.4 | 5.3 | -17.7 | 6.0 | 44.7 | 36.6
COc1ccccc1Nc1nc(-c2cccc(N3C(=O)c4ccccc4C3=O)c2)cs1 | 0.0 | 16.0 | -3.5 | 5.2 | -11.7 | 1.3 | -1.4 | -8.3 | 5.9
O=C(COc1ccc(S(=O)(=O)NCc2ccccc2)cc1Cl)NCC1CCCO1 (configuration not stated) | -2.4 | 1.6 | 19.3 | 3.1 | 9.0 | 15.0 | 1.0 | 4.8 | -7.9
CSc1cccc(NC(=O)c2ccco2)c1 | 0.6 | 7.5 | -16.2 | -3.2 | -12.2 | -2.2 | 5.1 | -0.2 | 1.9
N#Cc1ccccc1NC(=S)NC(=O)C1CCC1 | -1.4 | -6.7 | 7.5 | 6.4 | -5.9 | 23.8 | -1.6 | 7.3 | -8.2
COc1ccc(NC(=O)N(CCN2CCCC2)Cc2cc3cc(OC)c(OC)cc3[nH]c2=O)cc1 | 3.8 | -18.1 | 13.9 | 1.1 | 4.9 | 15.7 | 0.1 | 16.1 | 1.9
Cc1nn(-c2ccccc2)c(C)c1NC(=O)COC(=O)c1ccc(NC(=O)CC#N)cc1 | -4.6 | 9.1 | 11.5 | -4.0 | -6.3 | -4.5 | 0.2 | -10.5 | -1.5
Cc1c(C(=O)c2ccccc2)c2ccccn2c1CCC#N | 0.7 | 10.7 | -12.2 | 3.2 | 5.4 | -12.1 | -0.3 | 2.3 | -0.4
O=C(O)c1cc(-c2ccncc2)nc2ccc(S(=O)(=O)N3CCOCC3)cc12 | -1.6 | 9.5 | 18.4 | -0.2 | -13.8 | -4.8 | 0.1 | -2.5 | -6.3
CN(C)CCCN1C(=O)C(=O)/C(=C(/O)c2ccncc2)C1c1cccc(Br)c1 (configuration not stated) | -1.2 | 10.3 | -9.5 | 4.9 | 16.9 | 18.8 | 0.0 | 4.8 | 6.3
O=C(Nc1ccccc1N1CCOCC1)c1cccc(Oc2ccccc2)c1 | 0.8 | 10.2 | 13.3 | -0.9 | -0.8 | -20.7 | 2.8 | -11.2 | 12.2
C=CCc1ccc(OCCCOc2ccc(C(=O)O)cc2)c(OC)c1 | 1.7 | 5.8 | 21.0 | -4.6 | -13.9 | -23.5 | -0.3 | -3.2 | -9.8
CC(C)(C)NCCCCOc1ccc(F)cc1 | 1.4 | 8.3 | -6.4 | -5.4 | 7.9 | 12.9 | 2.2 | 3.6 | -6.6
COc1cc(OC)c(OC)cc1/C=N/Nc1ncnc2c1[nH]c1ccc(C)cc12 | 3.6 | -5.2 | 78.4* | -14.4 | 1.4 | -32.0 | 2.3 | -4.3 | -10.9
CCSc1nnc(Cn2c(=O)sc3ccccc32)n1-c1ccc(OC)cc1 | -1.4 | -0.6 | 40.6 | -2.4 | -1.1 | 7.1 | -1.9 | -3.0 | -7.4
C[N+]1(CCOC(=O)C2(c3ccccc3)CCCC2)CCCCC1 | -1.8 | 4.8 | -15.5 | 7.1 | 6.3 | 6.4 | -0.4 | -0.8 | -3.4
CC1CCN(C(=O)CN(C2CCCCC2)S(C)(=O)=O)CC1 | 0.3 | -3.2 | 14.9 | -1.2 | -1.4 | 17.1 | -0.4 | -8.9 | -5.4
COc1cccc(NC(=O)Cn2cnc3c(oc4nc5c(cc43)CCCC5)c2=O)c1 | 1.4 | 6.0 | 28.7 | 3.5 | 4.1 | 0.1 | -1.4 | -10.7 | 9.1
O=C(O)c1ccc(Nc2ncc([N+](=O)[O-])cc2[N+](=O)[O-])cc1 | -1.6 | -1.1 | -10.3 | -7.4 | 2.9 | 5.9 | 1.0 | 3.2 | 3.5
CC(OCCN1CCCC1)(c1ccc(F)cc1)c1ccc(F)cc1 | 1.3 | 12.4 | -20.0 | 1.1 | -13.1 | -19.7 | 0.6 | 18.6 | 7.7
COc1cc(/C=C2\SC(=S)N(C(C(=O)O)c3ccccc3)C2=O)ccc1O (configuration not stated) | -1.9 | 47.1 | -14.4 | 42.0* | -6.5 | 9.2 | 2.3 | -0.5 | 0.4
CN(C)c1oc(/C=C/c2cccs2)nc1S(=O)(=O)c1ccccc1 | -5.6 | 17.1 | 6.4 | -3.8 | -12.7 | -9.1 | -1.4 | -3.9 | 8.1
COc1ccc(S(=O)(=O)N(C)C[C@H]2Oc3c(cccc3N(C)C)C(=O)N([C@H](C)CO)C[C@@H]2C)cc1 | -0.3 | 13.1 | -17.1 | 0.4 | -0.2 | -6.5 | 1.3 | 7.5 | 6.5
Cn1c(=O)c2c(nc(Sc3ncccn3)n2Cc2ccccc2Cl)n(C)c1=O | 0.3 | -5.8 | -6.7 | 2.5 | -11.8 | 23.5 | -1.2 | -2.1 | -4.7
COc1ccc(/C=C2\N=C(SC)SC2=O)cc1OC | 3.4 | 24.2 | -2.6 | 3.2 | -7.2 | 8.1 | 0.1 | 0.3 | -3.7
O=C(CNC(=O)C12CC3CC(CC(C3)C1)C2)N/N=C\c1ccccn1 | -1.1 | -10.8 | -12.5 | 3.6 | 0.2 | 4.8 | -1.2 | -6.5 | -4.6
CCCc1cc(=O)[nH]c(SCC(=O)Nc2cc(S(=O)(=O)N(CC)c3ccccc3)ccc2Cl)n1 | -0.4 | 4.0 | 6.8 | -7.0 | 11.9 | 12.1 | 2.1 | -3.4 | 5.2
COc1ccc(C(C)NC(=O)C2CCCC2)cc1 (configuration not stated) | -5.9 | -7.2 | 16.9 | -0.1 | 9.3 | 5.0 | 1.5 | -7.5 | -6.9
COc1ccc(S(=O)(=O)N2CCN(CC(=O)N3c4ccccc4CC3C)CC2)cc1OC (configuration not stated) | -2.8 | 13.9 | 7.6 | -3.7 | -7.9 | 5.4 | 0.6 | 3.0 | 8.5
CCOC(=O)Cn1c(S(=O)(=O)Cc2ccccc2)nc2ccccc21 | -1.4 | 7.5 | 27.4 | -10.8 | -9.7 | -0.7 | 1.0 | -3.3 | -5.8
COc1ccc(F)cc1-c1nc(N)nc(N)n1 | -1.0 | -0.5 | 9.0 | -5.3 | 12.7 | 20.7 | 1.3 | -6.5 | -5.7
O=C(COc1ccccc1[N+](=O)[O-])N/N=C/c1cccc(OC(=O)c2ccc3c(c2)OCO3)c1 | 1.1 | 6.6 | -279.0 | 12.5 | -42.0 | -59.1 | 6.5 | -2.1 | 3.8
